# High-throughput results (PubChem)
# mcGAS lum = cyclic GMP-AMP synthase inhibitors, mouse, primary biochemical chemiluminescence; Q8C6L5; recombinant cGAS, Kinase-Glo ATP depletion luminescence; inhibition, % at 12.5 µM; 0.15% of 160,000 active; AID 1259399, 2018;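 further: 0% = negative control wells and 100% = reference inhibitor with no enzyme activity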
# hcGAS inh = Primary biochemical luminescence assay for human cyclic GMP-AMP synthase inhibitors; Q8N884; recombinant h-cGAS, ATP depletion, Kinase-Glo luminescence; inhibition, % at 12.5 µM; 0.081% of 290,000 active; AID 1259398, 2018;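 further: 0% = vehicle reaction and 100% = reaction without DNA for no activity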
# Target sequence (Q8N884 whole entry, looked up): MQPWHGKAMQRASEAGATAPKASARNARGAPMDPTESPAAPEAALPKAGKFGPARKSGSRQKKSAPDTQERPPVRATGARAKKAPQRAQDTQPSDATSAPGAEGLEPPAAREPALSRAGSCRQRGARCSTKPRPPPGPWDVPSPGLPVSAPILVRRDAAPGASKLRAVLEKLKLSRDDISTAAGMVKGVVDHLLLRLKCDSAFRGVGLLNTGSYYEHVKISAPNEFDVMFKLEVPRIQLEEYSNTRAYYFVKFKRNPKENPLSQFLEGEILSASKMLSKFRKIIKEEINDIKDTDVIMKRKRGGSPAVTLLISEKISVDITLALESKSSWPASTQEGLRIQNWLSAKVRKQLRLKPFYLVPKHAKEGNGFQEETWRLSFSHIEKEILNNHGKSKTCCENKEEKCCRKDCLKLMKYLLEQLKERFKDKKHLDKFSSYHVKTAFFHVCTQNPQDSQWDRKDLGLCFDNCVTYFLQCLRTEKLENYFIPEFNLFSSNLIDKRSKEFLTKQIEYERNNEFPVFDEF
# NPYLR7 agonist = agonists of mosquito NPYLR7 receptor, primary screen, cell-based, Aedes aegypti, calcium fluorescence, mosquito biting behavior | 0.15% of 270,000 active | activation, % at 10 µM | Aedes aegypti neuropeptide Y-like receptor 7 (NPYLR7) | AID 1259423, 2018 | HEK293T NPYLR7/Galpha15, GCaMP6s calcium fluorescence; in the data active means activation above about 40%;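 further: 0% = vehicle and 100% = reference agonist at the receptor; some compounds past the cut are filed as inactive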
# The depositor's hits bear a star; x = no result given; & = joins results of further samples. Unless noted, no stated cut-off is given here; in the data, active means inhibition above about 40%; inactive means the rest.
SMILES,mcGAS lum,hcGAS inh,NPYLR7 agonist
CCCn1c(SC(C)c2nnnn2-c2ccccc2)n[nH]c1=O (stereo unspecified),x,3,0
CC(C)OC(=O)c1cc2c(=O)[nH]c(C(F)(F)F)nc2o1,-16,-10,2
COc1ccc(-c2nc3ccc(C)cn3c2NC(=O)c2ccc(Br)cc2)cc1,-9,-7,-4
O=C(CNC(=O)C1CC1(c1ccccc1)c1ccccc1)Nc1cccc(Cl)c1 (stereo unspecified),-6,-4,-3
O=C(Nc1nc2c(s1)CCCC2)c1ccco1,-6,-8,0
O=C(CNC(=O)c1ccc(Cl)cc1)N=Nc1c(O)n(CCc2ccccc2)c2ccccc12,-4,-1,0
Cc1ccc(Cl)cc1-c1noc(C2CC(=O)N(C3CC3)C2)n1 (stereo unspecified),x,-4,20
CC12CN3CC(C)(CN(C1)C3C(O)C(O)C(O)C(O)CO)C2 (stereo unspecified),x,-2,12
CC(C)Oc1ccc(NC(=O)c2cc(Br)cn2C)cc1,x,-4,4
O=C(Nc1ncc(Cc2cccc(C(F)(F)F)c2)s1)c1cccs1,-1,0,2
CSc1cc(C2CC2c2ccc(Cl)cc2)on1 (stereo unspecified),x,-5,14
Cc1cc(CN2CCC(Oc3ccccc3C(=O)N3CCCCC3)CC2)oc1C,x,-3,10
Cc1cc2oc(=O)cc(C)c2cc1NC(=O)c1ccc[nH]1,x,-5,0
Cn1nc(NC(=O)c2cc3ccccc3o2)c2c1NC(=O)CC2c1ccco1 (stereo unspecified),-9,-3,-10
Cc1c(C(=O)OC2CCCCC2)[nH]c2c1C(=O)CC(C)(C)C2,x,-5,10
CN(C)[C@@H]1Cc2ccccc2[C@H]1NC(=O)c1cn(-c2ccccc2)nn1,-6,-2,3
O=C(c1cc(=O)[nH]c2ccccc12)N1CC(c2ccncc2)C1,x,-5,4
COc1ccc(OC)c(C2CCCN2Cc2nc3ccsc3c(=O)[nH]2)c1 (stereo unspecified),x,-9,14
C=Cc1ccc(CSc2nc3cc(C(=O)OCC)ccc3n2CCCOCC)cc1,-7,-3,10
O=C(CN1CN(c2ccccc2)C2(CCN(C(=O)c3ccc(Br)cc3)CC2)C1=O)NCc1ccc(F)cc1,-6,-11,22
CC(NC(=O)Cc1ccccc1[N+](=O)[O-])c1ccco1 (stereo unspecified),-9,-5,6
CCOC(=O)C1CCCN(C(=O)c2c(CC(C)C)nn(-c3ccc(OC)cc3)c2CC)C1 (stereo unspecified),-6,-1,x
COc1cccc(CN2CCN(c3ccccc3C)C(=O)C2C)c1 (stereo unspecified),-5,-5,11
Cc1nc(N(C)Cc2cccnc2)c2cnn(C)c2n1,-2,2,-5
O=C(Nc1ccc(N2CCN(C(=O)c3ccccn3)CC2)nc1)c1ccc(F)cc1,-4,-4,-3
O=c1cccnn1CCNS(=O)(=O)CCc1ccccc1,x,-3,-1
CC(C)(C)C(=O)NCCC(=O)N1CCOc2cccc(F)c21,-8,-11,6
Cc1cc(C)c(S(=O)(=O)NC(Cc2ccccc2)C(=O)Nc2nnc(-c3ccc(Cl)cc3)s2)c(C)c1 (stereo unspecified),-5,-9,29
NCCc1nc(NCCN2CCCCC2CO)c2ccccc2n1 (stereo unspecified),x,-8,1
O=C(CSc1nc2ccccc2s1)Nc1cccc2ccccc12,-5,-4,-2
Cc1c(C(=O)N2c3ccccc3CC2C)sc2nc(-c3cccc([N+](=O)[O-])c3)cn12 (stereo unspecified),-7,-4,6
COc1ccc(CCN(Cc2ccc(C)o2)C(=O)CN(CCN2CCCCC2)C(=O)c2ccccc2Cl)cc1OC,-6,-7,-5
Cc1cc(F)ccc1NC(=O)CNCCCC1CCOC1 (stereo unspecified),x,-5,3
CC(C)(C)N(CC(=O)N1CCc2sccc2C1c1ccccc1)C(=O)c1cccc(Br)c1 (stereo unspecified),-4,-2,11
CC(=O)NC1C(Oc2ccccc2)OC(CO)C(O)C1O (stereo unspecified),-2,0,-4
Cc1onc(-c2c(Cl)cccc2Cl)c1C(=O)N[C@@H]1C(=O)N2[C@@H]1SC(C)(C)[C@@H]2C(=O)O,x,1&-1&2&-6,-3&-1&-8&-7
CCSc1nn(CC(=O)Nc2cc(Cl)ccc2C)c(N)c1S(=O)(=O)c1ccc(OC)cc1,-9,-8,-1
CSCC(=O)N1CCCCC1C(=O)Nc1ccc(-n2nc(C)cc2C)cc1 (stereo unspecified),x,-10,10
COc1ccc(NC(=O)Cn2cc(OC)c(=O)cc2CSc2nc(C)cs2)cc1OC,-9,-6,-8
CCOC(=O)CN1C(=O)/C(=C2\SC(=S)N(NC(=O)c3cccnc3)C2=O)c2ccccc21,-3,-3,-5
Cc1ccc(NC(=O)CC(=O)NCC(O)c2ccccc2Cl)cc1 (stereo unspecified),-10,-4,2
COc1ccc(CC2CCN(Cc3ccc(N(C)C)c4ccccc34)CC2)cc1,-6,-4,-1
CCOc1ccccc1C1NC(=O)CCC1[N+](=O)[O-] (stereo unspecified),x,-10,8
CN1Cc2ccccc2CC1CNCc1cn(CCC(N)=O)c2ccccc12 (stereo unspecified),-9,-9,x
CC(NS(C)(=O)=O)C(=O)N1CCc2onc(-c3ccccc3F)c2C1 (stereo unspecified),-6,10,-1
COc1ncccc1C(=O)Nc1cnc2n1CCCC2,x,-2,24
CS(=O)(=O)N1CCN(S(=O)(=O)c2cc(Cl)ccc2Cl)CC1,x,3,0
Cc1ccsc1C(CN)N(C)C (stereo unspecified),-5,-4,1
CC(c1ccc2c(c1)OCCO2)N(C)Cc1nc(-c2cnccn2)no1 (stereo unspecified),x,-3&5,14&2
COc1ccc(-c2cc(NCCc3cccc(OC)c3)n3ncnc3n2)cc1,-5,-2,14

# 20 of the compounds above, bar-delimited.
compound | mcGAS lum | hcGAS inh | NPYLR7 agonist
Cc1c(C(=O)N2c3ccccc3CC2C)sc2nc(-c3cccc([N+](=O)[O-])c3)cn12 (stereo unspecified) | -7 | -4 | 6
COc1ccc(CCN(Cc2ccc(C)o2)C(=O)CN(CCN2CCCCC2)C(=O)c2ccccc2Cl)cc1OC | -6 | -7 | -5
Cc1cc(F)ccc1NC(=O)CNCCCC1CCOC1 (stereo unspecified) | x | -5 | 3
CC(C)(C)N(CC(=O)N1CCc2sccc2C1c1ccccc1)C(=O)c1cccc(Br)c1 (stereo unspecified) | -4 | -2 | 11
CC(=O)NC1C(Oc2ccccc2)OC(CO)C(O)C1O (stereo unspecified) | -2 | 0 | -4
Cc1onc(-c2c(Cl)cccc2Cl)c1C(=O)N[C@@H]1C(=O)N2[C@@H]1SC(C)(C)[C@@H]2C(=O)O | x | 1&-1&2&-6 | -3&-1&-8&-7
CCSc1nn(CC(=O)Nc2cc(Cl)ccc2C)c(N)c1S(=O)(=O)c1ccc(OC)cc1 | -9 | -8 | -1
CSCC(=O)N1CCCCC1C(=O)Nc1ccc(-n2nc(C)cc2C)cc1 (stereo unspecified) | x | -10 | 10
COc1ccc(NC(=O)Cn2cc(OC)c(=O)cc2CSc2nc(C)cs2)cc1OC | -9 | -6 | -8
CCOC(=O)CN1C(=O)/C(=C2\SC(=S)N(NC(=O)c3cccnc3)C2=O)c2ccccc21 | -3 | -3 | -5
Cc1ccc(NC(=O)CC(=O)NCC(O)c2ccccc2Cl)cc1 (stereo unspecified) | -10 | -4 | 2
COc1ccc(CC2CCN(Cc3ccc(N(C)C)c4ccccc34)CC2)cc1 | -6 | -4 | -1
CCOc1ccccc1C1NC(=O)CCC1[N+](=O)[O-] (stereo unspecified) | x | -10 | 8
CN1Cc2ccccc2CC1CNCc1cn(CCC(N)=O)c2ccccc12 (stereo unspecified) | -9 | -9 | x
CC(NS(C)(=O)=O)C(=O)N1CCc2onc(-c3ccccc3F)c2C1 (stereo unspecified) | -6 | 10 | -1
COc1ncccc1C(=O)Nc1cnc2n1CCCC2 | x | -2 | 24
CS(=O)(=O)N1CCN(S(=O)(=O)c2cc(Cl)ccc2Cl)CC1 | x | 3 | 0
Cc1ccsc1C(CN)N(C)C (stereo unspecified) | -5 | -4 | 1
CC(c1ccc2c(c1)OCCO2)N(C)Cc1nc(-c2cnccn2)no1 (stereo unspecified) | x | -3&5 | 14&2
COc1ccc(-c2cc(NCCc3cccc(OC)c3)n3ncnc3n2)cc1 | -5 | -2 | 14

# Additional results follow:
SMILES,mcGAS lum,hcGAS inh,NPYLR7 agonist
COc1ccc(-n2c(=O)c3ccccc3n(CC(=O)NCc3cccnc3)c2=O)cc1,-7,-15,16
Clc1ccc(Cc2nc(CSCCc3ccccc3)cs2)cc1Cl,-3,-1,24
Cc1[nH]c(=O)n(C)c(=O)c1CCc1nnc(SCc2ccc(Cl)cc2)o1,-8,-3,-8
Cc1nc(Nc2ccc(NC(=O)COc3ccc(Cl)cc3)cc2)cc(-n2cccn2)n1,-8,-7,-3
CCOC(=O)c1cccc(NC(=O)N[C@H](c2nnc3c(C(F)(F)F)cccn23)C(C)C)c1,-4,-3,-8
COc1ccc(S(=O)(=O)NCCc2nnc3ccc(SCC(=O)N4CCCCC4)nn23)cc1,-9,-1,-1
O[C@@H]1CN(Cc2cc3n(n2)CCNC3)CC[C@H]1c1ccc2ccccc2c1,x,1,6
COCC1(C(=O)N2CCCC(Nc3ccccc3)C2)CCC1 (stereo unspecified),-27,-3,-2
O=C(Cc1ccccc1Br)Nc1cc(-c2ccccc2)nn1-c1ccccc1Cl,-6,-1,17
CC1SC(c2cccc(F)c2)N(CCC(=O)N2CCOCC2)C1=O (stereo unspecified),-6,-11,4
CCOc1cc2c(cc1NC(C)C(=O)Nc1ccccc1Cl)OC(C)C2 (stereo unspecified),-7,-5,-1
CCOC(=O)C1=C(C)N=c2s/c(=C\c3ccc(O)c(Br)c3)c(=O)n2C1c1ccc(OC)cc1 (stereo unspecified),-5,-2,23
COc1ccccc1-n1c(SCC(=O)N2CCOCC2)nc2c(c1=O)SCC2,-8,-5,-7
Cc1cnc2n(c1=O)C(CC(=O)NCc1ccccn1)CS2 (stereo unspecified),x,1,1
C=c1ccccc1=c1[nH]/c(=C/c2cccc([N+](=O)[O-])c2)c(=O)o1,-3,-3,0
O=C(CSc1ccccc1)N1CCN(c2nccc(-c3cccc(C(F)(F)F)c3)n2)CC1,-6,-2,-3
Cc1ccc2oc(-c3cccc(NC(=O)c4ccccc4)c3)nc2c1,-5,-9,0
c1ccc(-c2nc(Sc3nnnn3-c3ccccc3)nc3ccccc23)cc1,x,-4,4
OCc1cc2ccccc2nc1/C=C/c1ccccc1,-14,-4,0
COc1cccc(C(=O)CC2c3c(c(Br)c4c(c3OC)OCO4)CCN2C)c1 (stereo unspecified),0,-4,4
COc1ccc(NC(=NS(=O)(=O)c2ccc(C)cc2)Nc2nc(C)cc(C)n2)cc1,x,-2,1
CC(C)C(C)N(Cc1cc(N)ccc1N(C)C)C(=O)c1cccc(F)c1 (stereo unspecified),-6,-4,0
Cc1nnc(CN2CCCC(CCc3ccccc3C(F)(F)F)C2)o1 (stereo unspecified),x,-1,9
NS(=O)(=O)CCCC(=O)N1CCCC(C(=O)c2ccccc2)C1 (stereo unspecified),-7,-4,2
COc1cccc(C(=O)NCCn2ncc3c(NC(C)C)nc(SC)nc32)c1OC,1,5,x
CC(C)c1nnsc1CNC1CCC2(CCNCC2)CC1,x,-8,5
O=C(c1cccc2c1OCCO2)N1CCc2c(sc3[nH]c(=O)n(Cc4ccco4)c(=O)c23)C1,-4,-5,4
Cn1nc(Br)c2c(N3CC(n4cccn4)C3)ncnc21,-16,-7,23
CN1CCN(C2CCN(S(=O)(=O)c3ccc(F)cc3)CC2)CC1,-5,-6,14
CCN(Cc1ccc(CO)o1)Cc1cc(Cl)ccc1OC,x,-7,-3
